Screening data as filed in PubChem.
OX1R antag-1: human HCRTR1 antagonism; O43613; CHO/OX1R cells, Fluo-8 calcium fluorescence, orexin A; inhibition, % at 5 µM; actives 0.43% (n = 330,000); AID 434989;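 active = inhibition above its plate's threshold, mean inhibition of all tested compounds on the plate plus 3 SD, cut at about 37% in these data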;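 note: 0% = orexin A challenge wells and 100% = SB-334867-A antagonist wells; not every result past the cut was called active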
Target sequence (O43613 whole entry, looked up): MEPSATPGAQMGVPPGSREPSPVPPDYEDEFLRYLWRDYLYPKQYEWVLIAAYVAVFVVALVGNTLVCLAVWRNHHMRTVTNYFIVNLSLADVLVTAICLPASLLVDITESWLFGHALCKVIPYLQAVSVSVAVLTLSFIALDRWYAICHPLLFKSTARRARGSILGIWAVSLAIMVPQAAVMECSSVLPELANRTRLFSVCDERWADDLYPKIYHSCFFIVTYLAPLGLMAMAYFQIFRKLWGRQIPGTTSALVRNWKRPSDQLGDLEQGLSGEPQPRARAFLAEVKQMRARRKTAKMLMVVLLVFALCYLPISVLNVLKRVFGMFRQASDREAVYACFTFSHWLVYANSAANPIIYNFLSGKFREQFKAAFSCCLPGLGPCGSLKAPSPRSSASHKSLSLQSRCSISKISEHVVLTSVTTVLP
OX1R antag-2: OX1R (human) antagonism. O43613. OX1R-expressing cells, FRET antagonist read-out. inhibition, % at 6.6 µM. actives 1.8% (n = 330,000). AID 485270; in the data active = inhibition mostly above about 38%, no sharp cut-off; inactive = mostly below about 40%;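 note: 0% = agonist challenge alone and 100% = reference antagonist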
Starred values were filed as active, the others as inactive.

SMILES | OX1R antag-1 | OX1R antag-2
CC(C)CNS(=O)(=O)c1ccc(S(=O)(=O)N2CCN(C3CCCC3)CC2)cc1 | -13 | 13
CC/C(C)=C1\SC(N2CCOCC2)=NC1=O | -7 | 16
O=C(CNCc1ccc(F)cc1)Nc1ccccc1[N+](=O)[O-] | -15 | 21
CCOC(=O)/C=C1\SCC(=O)N1CCOc1cccc(Br)c1 | -16 | 20
O=C(N/N=C\c1cc(Br)c(Br)o1)c1cncc(Br)c1 | -19 | 30
CC(C)Cn1c(N)c(C(=O)COC(=O)c2ccc(Br)cc2)c(=O)n(C)c1=O | 10 | 12
C=CCN(CC=C)CC(=O)Nc1ccc(S(N)(=O)=O)cc1 | -4 | 23
COc1ccc(CNCc2cccn2C)cc1 | -23 | 10
CN(Cc1ccccc1)C(=O)c1cnc2n(c1=O)CCS2 | 1 | -2
CCOC(=O)Cc1cc(=O)[nH]c(/N=C(/NC(=O)c2ccccc2)Nc2ccccc2C(F)(F)F)n1 | -10 | 3
Cn1cc(S(=O)(=O)N2CCOCC2)cc1C(=O)O | 15 | 7
O=C(N/N=C/c1cc2c(cc1Br)OCO2)C1COc2ccccc2O1 (configuration not stated) | -27 | 19
CCCC(C)NC(=O)COC(=O)c1ccccc1SCC(=O)NC(C)CCC (configuration not stated) | -24 | 32
O=C(CNC(=O)c1ccc(Cl)c([N+](=O)[O-])c1)OC1CCCCC1=O (configuration not stated) | -5 | 25
CCc1n[nH]c2c1C(=O)CC(C)(C)C2 | -14 | 17
CN(N)C(=S)Nc1ccc(F)cc1 | -1 | 12
C=CCOC(=O)CCC(=O)Nc1cccc2ccccc12 | -17 | 4
Cc1ccc(-n2c(-c3cc(C)n(C)n3)n[nH]c2=S)cc1 | -7 | 9
C=C(c1ccccc1Cl)[n+]1ccccc1 | -21 | 11
COC(=O)c1ccccc1NC(=S)NC(=O)CC(C)C | -25 | 20

Gathered by group, the compounds so far containing four or more nitrogen atoms.
SMILES | OX1R antag-1 | OX1R antag-2
CCOC(=O)Cc1cc(=O)[nH]c(/N=C(/NC(=O)c2ccccc2)Nc2ccccc2C(F)(F)F)n1 | -10 | 3
Cc1ccc(-n2c(-c3cc(C)n(C)n3)n[nH]c2=S)cc1 | -7 | 9

Next structures.
SMILES | OX1R antag-1 | OX1R antag-2
CSc1nccc(-c2nn(-c3ccc(C)cc3)ccc2=O)n1 | -11 | 32
Cc1noc(C)c1CSc1nc2sc3c(c2c(=O)n1C)CCCC3 | -41 | 9
O=[N+]([O-])c1cc(-c2ncccn2)c([N+](=O)[O-])s1 | 20 | 64*
COC(=O)c1ccc(COc2ccccc2/C=C/C(=O)c2ccc(OCC(=O)O)cc2)cc1 | -11 | 32
CCn1c(N2CCN(C(=S)NCCc3ccccc3)CC2)nc2ccccc21 | -15 | 16
O=C(CSc1nnc2c(Cl)cc(C(F)(F)F)cn12)N(Cc1ccccc1)Cc1ccccc1 | -28 | 25
Cc1ccc(C)c(S(=O)(=O)N2CCN(C(=O)c3ccccc3Cc3ccccc3)CC2)c1 | -40 | 19
Cc1cc(C)cc(Nc2ccc(C(=O)O)cc2[N+](=O)[O-])c1 | 0 | 21
COc1cccc(C2c3[nH]c4ccccc4c3C[C@H]3C(=O)N(c4ccccc4C(=O)NCCCN4CCOCC4)C(=O)N23)c1 (some centres not stated) | -10 | 3
CCOC(=O)C(=O)Nc1nc(-c2ccccc2)c(-c2ccccc2)o1 | -1 | 13
Cc1cc(C)cc(NC(=S)N(Cc2ccc(Br)cc2)Cc2ccc(C(=O)O)cc2)c1 | -5 | 12
Cc1ccc(C(=O)CCC(=O)Nc2ccc(Cl)c(S(=O)(=O)Nc3cccc(Cl)c3)c2)cc1 | -17 | 4
CC(Oc1cccc(Cl)c1)C(=O)NC1CC(C)(C)NC(C)(C)C1 (configuration not stated) | -4 | 24
C/C(=N\NC(=O)CNC(=O)c1ccco1)c1ccc(Br)cc1 | -10 | 16
CCn1c(C)nc2cc(C(=O)NNS(=O)(=O)c3c(C)c(C)cc(C)c3C)ccc21 | -20 | 10
O=C(O)c1cc(Nc2cc(Cl)c3nonc3c2[N+](=O)[O-])ccc1O | -17 | 24
CCC(C(=O)OCC(=O)N1CCN(S(=O)(=O)c2ccc(C)cc2C)CC1)c1ccccc1 (configuration not stated) | -4 | 5
Cc1c(O)nc(SC2CC(=O)N(c3ccccc3)C2=O)[nH]c1=O (configuration not stated) | -12 | 15
O=C(Nc1cc(Cl)cc(Cl)c1)c1cnn2cccnc12 | -2 | 7
Cc1cc(C)nc(NS(=O)(=O)c2ccc(NC(=O)c3ccc4c(c3)OCO4)cc2)n1 | -19 | -3

Whole records from above. Order of values: OX1R antag-1	OX1R antag-2
CC(Oc1cccc(Cl)c1)C(=O)NC1CC(C)(C)NC(C)(C)C1 (configuration not stated) reads -4	24
Cc1c(O)nc(SC2CC(=O)N(c3ccccc3)C2=O)[nH]c1=O (configuration not stated) reads -12	15

Other entries
SMILES | OX1R antag-1 | OX1R antag-2
CC(=O)Nc1nonc1-c1ccccc1 | -17 | 18
CCOc1ccc(CC(=O)N2CCN=C2SC)cc1 | -12 | 5
FC(F)(F)c1cccc(-c2nn[nH]n2)c1 | -3 | 1
CN1C(=O)N(C)C2(c3ccccc3)Nn3c(s/c(=C/c4ccccc4F)c3=O)=NC12c1ccccc1 (configuration not stated) | -34 | 11
Cn1cc(Br)c(C(=O)NNC(=O)c2ccc(Br)cc2)n1 | -6 | 3
NC(=O)c1c(NC(NC(=O)c2ccco2)C(=O)c2ccc(Cl)cc2)sc2c1CCCC2 (configuration not stated) | -21 | 23
CCOC(=O)C1=C(C)NC2=C(C(=O)CC(c3cccs3)C2)C1c1cccs1 (configuration not stated) | -21 | 0
COCCCNC(=S)Nc1ccc(C)cc1 | -7 | 23
Cc1ccc(-n2c(=O)c3sccc3n(CC(=O)N3CCCC3)c2=O)cc1 | 6 | 7
CCN(CC)c1ncc(C#N)c(N)n1 | -17 | 1
NC(=O)C1=C[C@@H](c2ccc(C(F)(F)F)cc2)C[C@@H](OCCCCO)O1 | -3 | 15
O=C(Nc1nnc(-c2ccccc2F)s1)C1CCN(S(=O)(=O)c2ccc(Cl)cc2)CC1 | -11 | 8
CCOC(=O)N1CCC(NC(=O)c2ccc3c(=O)n4c(nc3c2)CCCC4)CC1 | -23 | 2
O=C(CSc1nnc(-c2ccccc2O)o1)Oc1ccc(Br)cc1 | 4 | 3
CCN(CC)c1ccc2cc(C#N)c(=O)oc2c1 | -20 | 11
Cc1cnc(NC(=O)CSc2nnc(-c3cccs3)n2C)s1 | -16 | 19
COc1ccc(CCNC(=O)COc2cc(=O)n(C)c3ccccc23)cc1OC | -17 | 8
O=C(O)c1cccnc1SCc1cn2cc(Cl)ccc2n1 | -3 | 9
Cc1ccc2oc(-c3cc(NC(=O)c4ncn[nH]4)ccc3O)nc2c1 | -8 | 16
CC(C)Cn1c(N)c(C(=O)COC(=O)c2ccc(O)cc2O)c(=O)n(C)c1=O | 8 | 13
Nc1ccc(-c2cc3ccccc3oc2=O)cc1 | -17 | -1
O=C(Nc1ccc(F)c(Cl)c1)Nc1csc2ccccc12 | 50* | 67*
CSc1ccccc1NC(=O)CN1CCN(c2ccccn2)CC1 | -11 | -5
COc1ccc2nc(C(F)(F)Cl)c(C#N)c(N)c2c1 | 5 | 24
CC(=O)Nc1ccc(NC(=O)c2ccc(NS(=O)(=O)c3cccc4cccnc34)cc2)cc1 | 17 | 12
O=C1c2cccc3c(Nc4ccccc4Cl)c([N+](=O)[O-])cc(c23)C(=O)N1CCO | -7 | 21
COc1cccc(CNC(=O)CN2C(=O)CSc3ccc(S(=O)(=O)N4CCOCC4)cc32)c1 | -27 | 37*
COC(=O)/C(=C/c1ccc2c(c1)c1ccccc1n2C)NC(=O)c1ccccc1 | -1 | 43
COc1ccc(NC(=O)CSc2nnc(-c3ccncc3)n2C)cc1 | -4 | 26
CCN(CC)C(=O)[C@H]1C[C@H](CC(=O)NC/C=C(\C)CCC=C(C)C)C(=O)N2CCc3c([nH]c4cc(CCC(=O)N(C)C)ccc34)[C@]12C | 33 | 11
COc1cccc(NC(=O)CCC2CCN(C(=O)Cc3cccc(F)c3)CC2)c1 | -15 | 15
Cn1ncc2c(Nc3cccc(Cl)c3)nc(Nc3cccc(Cl)c3)nc21 | -24 | 8
CCOC(=O)C1CCCN(c2c(NCCN3CCCCC3C)c(=O)c2=O)C1 (configuration not stated) | -3 | 9
Cc1cc(SCC(=O)c2ccccc2)nc(C)n1 | -16 | 16
COc1ccc(CCNC(=O)c2ccc3c(c2)SC2=NS(=O)(=O)CCN23)cc1 | 23 | 11
CNC(=O)NC(=O)CSc1nc2cc(C(=O)OC)ccc2c(=O)n1-c1ccccc1 | -18 | 4
COc1ccc(NS(=O)(=O)c2ccc(C(=O)N3CCCCCC3)cc2)cc1 | 13 | 9
Cc1cc(C)nc(SC(C)C(=O)O)n1 (configuration not stated) | 5 | 17
O=c1c(/C=N/O)c(Nc2ccccc2)nc2ccccn12 | 9 | 73*
C/C(=C/C(=O)N1CCN(C)CC1)C(=O)O | -4 | 14
Cn1nc(C(=O)NC(C)(C)C)c2ccccc21 | -24 | 5
CC1(C)NC(=O)N(CCC(=O)Nc2cc(C(F)(F)F)ccc2Cl)C1=O | -20 | 5
CCN1C(=O)C2(C(C(=O)c3ccc(C)o3)=C(O)C(=O)N2CCCN(C)C)c2ccccc21 (configuration not stated) | 1 | 4
CCCCn1c(N)c(N(CCOC)C(=O)c2oc3ccc(OC)cc3c2C)c(=O)[nH]c1=O | -4 | 10
CC(C)Sc1n[nH]c(=O)n1-c1cccc(C(F)(F)F)c1 | -16 | 6
COc1ccc(N(C(C)C(=O)NN=C2CCCCCCC2)S(C)(=O)=O)cc1 (configuration not stated) | -19 | 8
OCC1(CO)COC2(CCCC2)N1 | -5 | 4
O=C(/C=C/N1CCOCC1)c1ccc(-c2ccccc2)cc1 | -13 | 16
COc1ccc(/C=N/n2c(N)c(S(=O)(=O)c3cccs3)c3nc4ccccc4nc32)cc1OC | -14 | 4
Cc1c(/C=N/NC(=O)c2cc(=O)[nH]c(=O)[nH]2)c2ccccn2c1C(=O)c1ccccc1 | 1 | 13
COc1ccc(C(=O)N/C(=C/c2ccco2)C(=O)NC2CCS(=O)(=O)C2)cc1 (configuration not stated) | -1 | 30
COC(=O)C1CCN(C(=O)CN(C)Cc2ccc(C(C)(C)C)cc2)CC1 | -11 | 5
Cc1cc(C(=O)NC2CCCc3c2cnn3-c2cc(F)cc(F)c2)nn1C (configuration not stated) | -4 | 13
CCC(C)NS(=O)(=O)c1ccc(OCC(=O)NCc2ccc(OC)cc2)cc1 (configuration not stated) | -21 | 18
COc1ccc(CC(=O)Nc2nc(-c3cc(OC)ccc3OC)cs2)cc1 | -21 | 25
CC(=O)c1cccc(N(C(=O)c2cnccn2)C(C(=O)NCc2ccccc2)c2ccco2)c1 (configuration not stated) | -19 | 8
CCCNc1nc2c(c(=O)[nH]c(=O)n2C)n1CCC(C)C | -12 | 16
Cc1ccc2c(c1)nnn2C1CCN(S(=O)(=O)c2ccc(C(=O)N3CC(C)CC(C)C3)cc2)CC1 (configuration not stated) | -24 | 15
CN(CCOc1ccccc1)C(=O)c1ccc(N2CCCC2)c([N+](=O)[O-])c1 | -17 | 15
Cc1nn(Cc2ccc(Cl)cc2Cl)c(C)c1NC(=O)c1ccc(COc2cc(Cl)ccc2Cl)o1 | -27 | 17

Next part; it opens with the three that closed the last part.
SMILES | OX1R antag-1 | OX1R antag-2
Cc1ccc2c(c1)nnn2C1CCN(S(=O)(=O)c2ccc(C(=O)N3CC(C)CC(C)C3)cc2)CC1 (configuration not stated) | -24 | 15
CN(CCOc1ccccc1)C(=O)c1ccc(N2CCCC2)c([N+](=O)[O-])c1 | -17 | 15
Cc1nn(Cc2ccc(Cl)cc2Cl)c(C)c1NC(=O)c1ccc(COc2cc(Cl)ccc2Cl)o1 | -27 | 17
CC(C)OCCCNC(=O)CCc1nc(-c2ccccc2)no1 | -11 | 3
CC(=O)N1c2ccc(S(=O)(=O)N3CCC(C(=O)NCc4ccc(C)cc4)CC3)cc2CC1C (configuration not stated) | -12 | 11
O=c1[nH]c(Cc2ccccn2)nc2scc(-c3ccc(Cl)cc3)c12 | -22 | 6
Cc1ccc(C)c(CN2C(=O)C(C)Oc3ccc(C)cc32)c1 (configuration not stated) | -25 | 10
COc1ccc(N(CC(=O)N/N=C/c2cc(Br)c(C)o2)S(=O)(=O)c2ccc(NC(C)=O)cc2)cc1 | -13 | 10
O=C(CSc1ncccn1)Nc1cccc2ccccc12 | -8 | 18
O=C(COc1ccc([N+](=O)[O-])cc1)Nc1ccc(N2CCN(C(=O)c3ccco3)CC2)cc1 | -5 | 22
O=C(Nc1cc(-c2ccccc2)nn1-c1ccccc1)c1ccccc1F | -30 | 34
O=C(O)CSCC(=O)N1CCN(S(=O)(=O)c2cc(Cl)cc(Cl)c2)CC1 | -8 | 4
CCN(CC)C(=O)COc1cc(C)cc2oc(=O)cc(-c3ccccc3)c12 | -33 | 26
COc1ccc(CN2CCCC(C(=O)Nc3cccc(-n4cnnn4)c3)C2)c(C)c1C (configuration not stated) | -28 | 0
O=C(C1=C[C@H](c2ccc3c(c2)OCO3)C[C@H](OCc2ccc(CO)cc2)O1)N1CCN(Cc2ccc3c(c2)OCO3)CC1 | -17 | 31
O=C(COc1cc2oc(=O)c3c(c2cc1Cl)CCC3)Nc1cccnc1 | -23 | 15
CC(=O)N1N=C(c2ccc(NS(C)(=O)=O)cc2)CC1c1ccc2nccnc2c1 (configuration not stated) | -10 | 11
COc1ccc(C(C(=O)NC2CCCC2)N(Cc2ccccc2)C(=O)c2nsc(Cl)c2Cl)cc1 (configuration not stated) | 11 | 19
O=C(COC(=O)c1cc([N+](=O)[O-])ccc1N1CCOCC1)c1ccc(OC(F)F)cc1OC(F)F | 13 | 23
CCN(CC)S(=O)(=O)c1cccc(NN=c2c(=O)c3ccccc3c2=O)c1 | -13 | 6
O=C(N1CCOCC1)N1CCN(S(=O)(=O)N2CCCCC2)CC1 | -4 | -5
CC1CCCCN1C(=O)N[C@@H](Cc1ccccc1)C(=O)O (some centres not stated) | -21 | 13
Cc1ccc2c(c1)N(C(=O)NC1CCCCC1)C(C)(C)CC2C (configuration not stated) | -16 | 8
